Source: PubChem
NADH coupling – inhibition of NAD/NADH coupling enzymes, library profiling; coupled PK/LDH NADH assays, four targets; IC50, µM (titrated, usually from 10 µM), for the others: at the highest dose inhibition; 65,000 tested, 0.02% active; AID 774;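 active = single-dose screening hits from any of four coupled enzyme assays that gave an IC50 when retested across doses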;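 note: the DPM-DC format reads NADH fluorescence rather than 340 nm absorbance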
Fluor 339 460 – intrinsic fluorescence of library compounds, ex339/em460 – biochemical, MLSMR library, data from DPM-DC assay, artefact control, profiling panel; 65,000 tested, 5.5% active; compound autofluorescence, ex339/em460 nm, NADH buffer; hits give high values; 1 = no-compound wells, NADH background; fluorescence fold increase at 10 µM;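 active = at 10 µM, mean starting fluorescence two-fold or more over control wells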;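 note: signal is the first read of a kinetic run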
tolC growth inh – E. coli tolC mutant growth inhibition; E. coli BW25113 tolC mutant growth, OD615; 65,000 tested, 2.2% active; growth inhibition, % at 10 µM (by protocol);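 active = growth inhibition at or above a cutoff equal to the mean over every tested compound plus 3 SD, cut at about 60% in these data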;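 note: growth measured after 20 h incubation at 37 °C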
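signal = optical density read at 615 nm | test system = E. coli ΔtolC::kan strain BW25113 | timing = 20 h compound exposure of bacteria at 37 °C | buffer or medium = LB medium plus 50 µg/mL kanamycin | compound dosing = 10 µM final, single dose | evaluation = % inhibition of E. coli growth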
RORA act – activates the human nuclear receptor RORA; P35398; CHO-K1 Gal4-RORA LBD luciferase reporter, luminescence; percent increase over mock-subtracted basal signal; activation, % at 10 µM; 65,000 tested, 1.5% active; AID 560;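 active = activation above the mean of all tested compounds plus 3 SD, cut at about 49% in these data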;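 note: 0% = DMSO-treated RORA cells and 100% = added signal equal to DMSO minus mock-transfected cells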
Target sequence (P35398 whole entry, looked up, the tested form may be a part): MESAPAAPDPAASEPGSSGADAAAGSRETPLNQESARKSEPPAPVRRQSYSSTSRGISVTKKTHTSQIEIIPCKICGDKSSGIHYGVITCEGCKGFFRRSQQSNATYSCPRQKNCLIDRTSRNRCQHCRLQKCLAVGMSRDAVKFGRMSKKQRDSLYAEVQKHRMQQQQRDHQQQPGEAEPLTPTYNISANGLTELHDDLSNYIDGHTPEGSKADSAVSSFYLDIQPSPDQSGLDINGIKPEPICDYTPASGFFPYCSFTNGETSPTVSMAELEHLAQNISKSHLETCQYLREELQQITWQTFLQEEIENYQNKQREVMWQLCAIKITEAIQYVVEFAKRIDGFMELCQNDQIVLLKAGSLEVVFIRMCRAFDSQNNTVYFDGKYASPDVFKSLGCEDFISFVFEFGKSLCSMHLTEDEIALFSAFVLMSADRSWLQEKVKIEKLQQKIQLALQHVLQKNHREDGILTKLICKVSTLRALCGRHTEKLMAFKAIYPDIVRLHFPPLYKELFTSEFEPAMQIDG
E coli RNAP – Escherichia coli RNA polymerase inhibition; P0A8V2; E. coli RNA polymerase, fluorescence transcription assay; inhibition, %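 (tested at 10 µM)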; 62,000 tested, 0.2% active; AID 559; in the data active = inhibition above about 20%;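 note: 0% = enzyme without compound and 100% = no enzyme blank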
TNAP act DEA – activates human TNAP at intermediate phosphate acceptor concentration | purified TNAP, CDP-star luminescence, 100 mM DEA, 30 min; hits give high values; scale: 0 levamisole-inhibited, 1 vehicle-only enzyme | 64,000 tested, under 10 active | AID 813 | activation factor at 20 µM;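 active = activation factor of at least 2 at 20 µM, relative to controls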
SF-1 act – activators of human nuclear receptor SF-1; activation, % at 10 µM; Q13285; CHO-K1 Gal4-SF-1 LBD luciferase reporter; % increase over DMSO SF-1-specific signal; 65,000 tested, 1.9% active;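 active = activation above the mean activation of all tested compounds plus 3 SD, cut at about 50% in these data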
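Material: Transient Gal4-SF-1 LBD reporter, CHO-K1 | Input: 4,000 cells/well | Dosing: One dose, 10 µM compound, 1% DMSO | Incubation: 20 h compound treatment, 37 °C | Detection: SteadyLite luciferase luminescence | Evaluation: Percent activation relative to DMSO median and mock-transfected background | Benchmarks: DMSO-treated SF-1-transfected cells as negative, DMSO-treated mock-transfected cells lacking SF-1 as background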
M1 ag – M1 muscarinic receptor agonism. CHO-M1 cells, Fluo-4 calcium fluorescence, agonist mode; hits give high values. B-score at 10 µM. 64,000 tested, 3% active. AID 626;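 active = fluorescence rise, raw or as B-score row- and column-corrected plate score, outside the 99.7% band of its plate's samples, either direction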
M1 antag – antagonists of rat M1 muscarinic receptor; P08482; CHO-M1 cells, Fluo-4 calcium, ACh EC80 antagonist mode; hits give low values; B-score at 10 µM; 64,000 tested, 3.4% active; AID 628;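 active = calcium fluorescence response, raw or row-and-column corrected B-score, differing from the plate sample mean either way at a set confidence level, mostly lower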
The depositor's hits bear a star; · = no result given; [ ] = another dose, or the depositor's remark.

SMILES	NADH coupling	Fluor 339 460	tolC growth inh	RORA act	E coli RNAP	TNAP act DEA	SF-1 act	M1 ag	M1 antag
c1ccc(Cn2nnnc2C(c2cccs2)N2CCOCC2)cc1 (stereo not drawn)	2%	1	2	4	1	1	-2	-0.06	-0.026
Cn1cc(CNC(=O)C2c3ccccc3Oc3ccccc32)cn1	5%	1.1	-19	-17	2	0.9	-8	-0.87	2.3
CN1CCN(S(=O)(=O)c2ccc(NC(=O)c3cccs3)cc2)CC1	2%	1.2	5	-2	-6	1	-16	0.069	0.28
Cc1ccc(-c2nn(-c3ccccc3)cc2CN(Cc2ccccc2)C(=O)CCC(=O)O)o1	4%	1.2	39	-3	13	0.8	4	0.14	-0.26
COc1cccc(C(=O)CN2C3=NCCCN3c3ccccc32)c1	5%	0.91	9	2	5	0.9	5	-0.52	-0.72
CCOC(=O)Cc1c(C)nc2c(C#N)c(C)nn2c1C	3%[fluoresces]	3.6*	-15	3	-7	1	-12	0.31	-0.17
Cc1ccc(C(c2sc3ncnn3c2O)N2CCCCC2)cc1 (stereo not drawn)	8%	1	-9	47	3	1	-5	-0.28	1.6
CCN(CC)CCNc1nc2ccccc2n1C	1%	1.1	-13	-3	1	1	11	-0.48	-0.019
CCCCCn1c(CNC(C)=O)nc2ccccc21	7%	1.1	9	14	5	0.9	3	0.054	0.7
CCCOC(=O)c1ccc(Oc2c(-c3ccc(OC)cc3O)n[nH]c2C)cc1	7%	1	55	-1	4	1.1	-19	-0.19	1.6
O=C(Nc1ccc(Cl)c(C(F)(F)F)c1)C1CCCN(S(=O)(=O)c2cnc[nH]2)C1 (stereo not drawn)	7%	1.1	14	-5	6	0.9	-9	0.53	-0.3
Cc1nn2cc(-c3ccc(-c4ccccc4)cc3)nc2s1	10%	2.2*	-13	-18	1	0.9	-18	0.43	-0.19
Cc1cc(-c2ccco2)n2c(nc3ccccc32)c1C#N	4%	1.1	2	-3	2	0.9	-5	-0.0015	0.41
CC(C)(C)N1C(=O)Cc2c1nc(N)c1c(N)nc(N3CCCCC3CO)c(C#N)c21 (stereo not drawn)	8%[fluoresces]	4.8*	80*	-32	11	0.9	24	4.8	-0.47
Cc1nc2ccccc2c2oc(C(=O)NCCN3CCCCC3C)cc12 (stereo not drawn)	3%	1.2	-10	3	8	0.9	11	-0.63	-3.4*
CC1=C(C(N)=O)C(c2ccncc2)n2nc(-c3ccccc3Cl)nc2N1 (stereo not drawn)	1%	1.1	-19	-15	3	0.9	6	0.9	0.53
CCOC(=O)c1cccc(NC(=O)CN(C)S(=O)(=O)c2cnc[nH]2)c1	2%	1.1	-4	-15	0	0.9	-6	0.25	1.5
CCCC(=O)Nc1ccc(Cl)c(NC(=O)c2ccco2)c1	8%	1.1	2	-12	-1	0.9	-16	0	0.074
COc1cccc2cc(C(=O)N3CCN(c4ccc(C)cc4C)CC3)c(=O)oc12	2%	1	5	14	-6	0.9	16	-0.38	0.55
CCOC(=O)c1[nH]c2ccc(OCC)cc2c1NC(=O)CN1CCN(c2ccccc2)CC1	3%	3.2*	-21	24	7	0.9	27	-0.22	1.3
CCCSc1nnc(-c2ccccc2NC(=O)CC)c(=O)[nH]1	2%	1	-14	4	2	0.9	2	-0.37	0.073
COCCCn1c(-c2ccc(OC)cc2)nc2nc3ccccc3nc21	2%[fluoresces]	4*	-22	-18	3	0.9	12	-0.28	-0.67
COC(=O)c1cc(S(=O)(=O)N2CCOCC2)ccc1Sc1ccccc1N	7%	1.1	8	13	9	0.9	12	-0.0098	0.35
O=C(CCCC(=O)N(CC(=O)NC1CCCCC1)Cc1ccc2c(c1)OCO2)Nc1ccccn1	4%	1.1	-12	-11	6	1	-6	0.75	-0.17
Cn1c(SCC(=O)Nc2cccc3ccccc23)nc(O)cc1=O	3%	1.1	-7	0	7	0.9	1	-0.37	-0.063
COc1ccccc1C(=O)Nc1ccc(N2CCN(Cc3ccccc3)CC2)cc1	2%	1.1	9	8	1	·	5	-0.019	-0.63
O=C(Nc1ccc2c(c1)OCO2)c1c(Cl)nc2sccn12	4%	1.1	0	48	8	0.9	66*	1.2	0.17
CN(CC(=O)Nc1ccc(Cl)cc1)CC(=O)Nc1cc(Cl)ccc1C#N	4%	1.1	18	-13	7	1.1	-4	1.8	1.4
CCn1c2ccccc2c2nc3cc(OC)c(OC)cc3nc21	26%	2.7*	2	30	-10	0.9	12	1.5	-5.7*
CCCCOc1ccc(NC(=O)CSCC(=O)OCC)cc1	10%	1.1	3	-11	21*	0.9	-6	-0.12	0.049
O=C(O)CCC(=O)N(Cc1cccs1)Cc1cccs1	6%	1.1	-8	-24	8	0.9	-17	0.24	0.26
Cc1cc(C)c(NC(=O)CS(=O)CC(=O)Nc2cccnc2)c(C)c1 (stereo not drawn)	2%	1.1	-12	-2	3	1	-2	-1.5	1.2
Cc1ccccc1-n1c(SCC(=O)N2CCCC2)nnc1-c1ccccn1	7%	1.1	-6	-7	-8	1	7	0.8	-0.31
Cc1ccccc1-c1nnc(SCC(=O)Nc2ccc(Cl)cc2)n1N	2%	1.1	17	10	12	0.9	-4	-0.052	-1.9
COc1ccc(CCN2C(=O)CC(NCc3ccc4c(c3)OCO4)C2=O)cc1OC (stereo not drawn)	3%	1.1	-2	0	9	0.9	4	0.072	-0.11
CC(C)c1nnc(NC(=O)C2CCCCC2)s1	1%	1.1	4	36	2	0.8	33	0.2	0.29
CCn1cc(Cl)c(C(=O)Nc2nc3ccccc3n2CCN2CCCCC2)n1	5%	1.1	11	-11	-7	1	-19	0.82	-1.5
CCOc1ccc2nc(N3CCOCC3)nc(C)c2c1	5%[fluoresces]	3.8*	15	51*	4	1	47	-0.21	0.097
Cc1cc(C(=O)N2CCCC2C(=O)O)c(C)o1 (stereo not drawn)	1%	1.1	-14	-3	-2	0.9	4	-0.16	0.23
CCOc1ccccc1-n1c(SCC(=O)NC)nnc1-c1ccco1	8%	1	-7	-10	2	0.8	-12	0.2	0.9

Sorted by number of heavy atoms (low to high): part of the list above
SMILES	NADH coupling	Fluor 339 460	tolC growth inh	RORA act	E coli RNAP	TNAP act DEA	SF-1 act	M1 ag	M1 antag
Cc1cc(C(=O)N2CCCC2C(=O)O)c(C)o1 (stereo not drawn)	1%	1.1	-14	-3	-2	0.9	4	-0.16	0.23
CCCCCn1c(CNC(C)=O)nc2ccccc21	7%	1.1	9	14	5	0.9	3	0.054	0.7
CCOC(=O)Cc1c(C)nc2c(C#N)c(C)nn2c1C	3%[fluoresces]	3.6*	-15	3	-7	1	-12	0.31	-0.17
Cc1nn2cc(-c3ccc(-c4ccccc4)cc3)nc2s1	10%	2.2*	-13	-18	1	0.9	-18	0.43	-0.19
CCCCOc1ccc(NC(=O)CSCC(=O)OCC)cc1	10%	1.1	3	-11	21*	0.9	-6	-0.12	0.049
CCn1c2ccccc2c2nc3cc(OC)c(OC)cc3nc21	26%	2.7*	2	30	-10	0.9	12	1.5	-5.7*
Cn1c(SCC(=O)Nc2cccc3ccccc23)nc(O)cc1=O	3%	1.1	-7	0	7	0.9	1	-0.37	-0.063
CCOc1ccccc1-n1c(SCC(=O)NC)nnc1-c1ccco1	8%	1	-7	-10	2	0.8	-12	0.2	0.9
CC1=C(C(N)=O)C(c2ccncc2)n2nc(-c3ccccc3Cl)nc2N1 (stereo not drawn)	1%	1.1	-19	-15	3	0.9	6	0.9	0.53
Cc1ccccc1-n1c(SCC(=O)N2CCCC2)nnc1-c1ccccn1	7%	1.1	-6	-7	-8	1	7	0.8	-0.31
O=C(Nc1ccc(Cl)c(C(F)(F)F)c1)C1CCCN(S(=O)(=O)c2cnc[nH]2)C1 (stereo not drawn)	7%	1.1	14	-5	6	0.9	-9	0.53	-0.3
COc1ccc(CCN2C(=O)CC(NCc3ccc4c(c3)OCO4)C2=O)cc1OC (stereo not drawn)	3%	1.1	-2	0	9	0.9	4	0.072	-0.11
CCOC(=O)c1[nH]c2ccc(OCC)cc2c1NC(=O)CN1CCN(c2ccccc2)CC1	3%	3.2*	-21	24	7	0.9	27	-0.22	1.3

Next section
SMILES	NADH coupling	Fluor 339 460	tolC growth inh	RORA act	E coli RNAP	TNAP act DEA	SF-1 act	M1 ag	M1 antag
COCCNC(=O)c1cc2cc(Br)cc(OC)c2oc1=O	9%	1.1	11	-2	8	0.9	-13	-0.71	0.34
Cc1ccccc1C1=NC(c2ccc(F)cc2F)ON1 (stereo not drawn)	6%	1.1	-30	3	8	0.9	33	0.88	0.9
O=C(O)CC1(c2ccccc2)C(=O)c2ccccc2C1=O	7%	1	-11	3	7	0.9	-10	0.024	0.4
CCC(Oc1ccc(C)c(C)c1)C(=O)O (stereo not drawn)	1%	1.6	-6	-8	5	0.9	0	-0.67	-0.47
CCc1nc(NCCN2CCOCC2)c2oc3ccccc3c2n1	5%	1.1	-21	-2	10	0.9	10	-0.056	-0.32
Cc1cc(C(=O)CSc2nc3ccccc3o2)c(C)n1C1CC1	5%	1.1	76*	82*	-2	1	61*	0.6	-0.21
